XBP1 UPR activ: adaptive UPR (XBP1) activation | CHO-XBP1 luciferase reporter, IRE1-XBP1 UPR activation, luminescence; percent of tunicamycin response, DMSO as zero | activation, % at 20 µM | 0.33% of 330,000 active;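 active = versus positive control, 20 µM dose yields 30% or more activation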;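 also: 100% = tunicamycin at 10 µg/mL and 0% = DMSO only wells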
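Assay system: IRE1-XBP1 luciferase reporter CHO line. Input: 1000 cells/well. Buffer or medium: F12 with 10% serum. Doses: 20 µM, 1% DMSO. Times: overnight seeding at 37 °C, 6 h compound treatment at 37 °C. Technique: Steady-Glo luciferase glow luminescence, 10 min after reagent addition.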
CHOP UPR activ: activators of apoptotic arm of unfolded protein response (CHOP). CHO-CHOP luciferase reporter, UPR activation, luminescence; percent of tunicamycin response over DMSO baseline. activation, % at 10 µM. 0.34% of 330,000 active. AID 449763;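 active = at 10 µM dose, activation of 40% or more, normalized to positive control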;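 also: 100% = tunicamycin at 10 µg/mL and 0% = DMSO alone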
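Test system: CHO CHOP reporter cells. Input: 500 CHO-CHOP cells per well. Medium: F12 with 10% FBS. Technique: luciferase luminescence. Measure: percent activation relative to tunicamycin control. Dosing: 10 µM compound, 0.5% DMSO. Timing: 16-18 h cell attachment, then 6 h compound exposure, 37 °C.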
CCR6 antagonist: CCR6 (human) receptor antagonism; P51684; CHO-K1 CCR6 PathHunter beta-arrestin, luminescence, CCL20-stimulated; inhibition, % at 20 µM; 0.49% of 340,000 active;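 active = compounds whose inhibition of the agonist-driven luminescence signal at 20 µM reaches about 50%, limit read from the data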;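 also: cells stimulated with CCL20 at 14 nM final; plate controls were DMSO with CCL20 for no effect and DMSO without agonist for full effect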
Target sequence (P51684 whole entry, looked up): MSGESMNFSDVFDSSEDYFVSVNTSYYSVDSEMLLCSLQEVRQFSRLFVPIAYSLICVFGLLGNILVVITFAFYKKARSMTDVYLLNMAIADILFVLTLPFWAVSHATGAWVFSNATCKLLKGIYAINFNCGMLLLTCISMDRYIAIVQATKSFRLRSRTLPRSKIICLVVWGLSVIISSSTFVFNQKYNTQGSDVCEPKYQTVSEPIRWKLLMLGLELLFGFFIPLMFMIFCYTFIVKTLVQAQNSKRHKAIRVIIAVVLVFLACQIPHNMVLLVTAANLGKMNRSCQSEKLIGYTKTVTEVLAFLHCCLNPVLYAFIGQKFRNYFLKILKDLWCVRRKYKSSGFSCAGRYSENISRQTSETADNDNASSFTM
CXCR6 block: CXCR6 (human) receptor inhibition; O00574; CHO-K1 PathHunter CXCR6 beta-arrestin, luminescence; inhibition, % at 20 µM; 0.36% of 360,000 active; in the data active = inhibition above about 34%, passing the limit was not always enough;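 also: antagonist mode with CXCL16 agonist at 10 nM final; 0% = 10 nM CXCL16 with DMSO and 100% = unstimulated wells without agonist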
Target sequence (O00574 whole entry, looked up): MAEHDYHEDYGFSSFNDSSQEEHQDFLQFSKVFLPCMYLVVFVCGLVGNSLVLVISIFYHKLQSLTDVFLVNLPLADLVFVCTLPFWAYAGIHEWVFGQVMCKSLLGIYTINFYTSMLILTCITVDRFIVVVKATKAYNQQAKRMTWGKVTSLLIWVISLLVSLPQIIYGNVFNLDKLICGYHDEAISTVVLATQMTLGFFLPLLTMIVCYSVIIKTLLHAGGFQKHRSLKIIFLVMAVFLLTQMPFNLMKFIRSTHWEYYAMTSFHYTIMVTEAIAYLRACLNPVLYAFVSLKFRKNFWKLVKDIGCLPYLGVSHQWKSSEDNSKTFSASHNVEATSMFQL
Mdm2 MdmX PPI: human Mdm2/MdmX binding inhibition; O15151+Q00987; SaOS-2 split-luciferase Mdm2/MdmX complementation, luminescence; inhibition, % at 8 µM; 3% of 330,000 active; AID 485346;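 active = inhibition of at least 50% at 8 µM in the primary screen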
Jurkat NFkB inh: inhibitors of the PMA/ionomycin-induced NF-kB reporter in Jurkat cells; inhibition, % at 4 µM; AID 435003; 0.53% of 330,000 active; PMA/ionomycin-induced NF-kB luciferase reporter, luminescence; in the data active = inhibition above about 50%
697 NFkB inh: inhibitors of the PMA/ionomycin-induced NF-kB reporter in 697 B cells; 697 B-cell NF-kB luciferase reporter, 16 h; inhibition, % at 4 µM; 0.33% of 330,000 active; AID 435022; in the data active = inhibition above about 35%
Gli-Sufu antag: Gli-Sufu pathway antagonism; Sufu-KO-LIGHT fibroblasts, Gli luciferase reporter luminescence; inhibition, % at 5 µM; 0.74% of 340,000 active; AID 588413;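 active = inhibition above about 55%, limit read from the data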;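 also: 0% = DMSO-treated cells and 100% = wells with medium but no cells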
EBI2 block: antagonists of human EBI2 receptor. P32249. EBI2 beta-arrestin recruitment, luminescence, 7a,25-OHC stimulated. inhibition, % at 5 µM. 0.81% of 360,000 active. AID 651636; in the data active = inhibition above about 38%;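 also: enzyme fragment complementation signal reports receptor beta-arrestin coupling in cells; 0% = agonist plus DMSO wells and 100% = wells without agonist; some results beyond the cut were filed as inactive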
Active calls of the source: *; . = no result given. Compounds as they come (roughly 5% active in at least one column).

SMILES	XBP1 UPR activ	CHOP UPR activ	CCR6 antagonist	CXCR6 block	Mdm2 MdmX PPI	Jurkat NFkB inh	697 NFkB inh	Gli-Sufu antag	EBI2 block
COC(=O)COc1cccc(NC(=O)C(c2ccccc2)c2ccccc2)c1	-5	0.2	1	4	-9	-1	-11	2	10
O=C(NCc1ccccn1)c1cccc(NS(=O)(=O)c2ccccc2)c1	-2	0.5	-8	-6	6	3	15	-11	-14
COc1cccc(C2N(c3ccc(Cl)cc3)C(=O)C3CCCN32)c1 (stereo not drawn)	1	0.1	11	5	-19	10	2	-2	2
Cc1ccc(C(=O)NCCC2=CCCCC2)cc1S(=O)(=O)N1CCOCC1	3	5.0	-1	0	24	-3	-16	-10	14
O=c1[nH]c2ccccc2c(O)c1-c1cc2ccccc2oc1=O	-4	0.3	.	.	20	-17	13	.	.
Cc1cc(-c2n[nH]c(=S)n2/N=C/C(Br)=C/c2ccccc2)n[nH]1	.	.	16	16	.	.	.	5	12
CCOCC(=O)Nc1cc(C(=O)Nc2ccccc2)ccc1Cl	-2	0.2	0	-3	15	-3	-13	-49	-2
O=C(O)CCC(=O)NC1CCCCCCC1	-3	-1.0	-8	-11	17	0	-15	1	-21
Cn1c(=O)c2c(nc(N/N=C/c3cccs3)n2C)n(C)c1=O	1	3.5	0	7	-8	-13	2	-1	-13
CCn1c2ccccc2c2cc(NC(=O)CN(C)CC(=O)Nc3ccc(N4CCOCC4)cc3)ccc21	3	1.8	-7	0	-23	-54	-51	3	3
CC1(C)O[C@@H](CC(=O)O)[C@]23CO[C@H](C(=O)[C@]4(C)C2CC[C@@]2(C)[C@H](c5ccoc5)OC(=O)C5O[C@]524)[C@@H]13 (stereo partly drawn)	-4	-1.2	-2	-4	10	11	11	-3	-8
Cc1csc(SCC(=O)c2ccc(S(=O)(=O)N3CCOCC3)cc2)n1	-2	1.1	8	0	-13	16	15	6	-5
C(=N\Nc1nc2ccccc2[nH]1)/c1ccc2c(c1)OCO2	.	.	11	-21	.	.	.	-32	23
Cc1nc(-c2ccccc2)sc1C(=O)/C=C/N(C)C	6	4.1	6	4	-13	-35	-23	-54	-1
Cc1cc(C)c(S(=O)(=O)c2ccccc2)c(OC(=O)c2ccc(Cl)cc2Cl)n1	-1	-1.9	-19	4	7	-2	12	3	-3
O=C(NCC(c1ccc(F)cc1)N1CCOCC1)c1ccc(OCc2ccccc2)cc1 (stereo not drawn)	-4	-0.9	7	2	2	8	-26	3	21
CN(C)C(=S)SCC(=O)Nc1cccc(C(F)(F)F)c1	-1	2.1	4	-5	-5	4	-2	3	0
Cc1ccc(CSc2nc3c(c(=O)[nH]2)C(c2ccncc2)C2=C(CCCC2=O)N3)cc1 (stereo not drawn)	-2	0.8	-6	-1	-1	17	6	4	-20
CCc1nc2ccccc2c(C(=O)OCC(=O)NCCCN2CCCC2=O)c1C	-3	-1.6	0	-2	-2	-5	-29	-1	0
CC1CCN(CCCNC(=O)c2ccc(CS(=O)(=O)Cc3ccc(Cl)cc3)o2)CC1	0	1.1	16	9	-12	2	12	10	-12
CCOC(=O)COc1ccc(S(=O)(=O)N2CCN(c3ccc(F)cc3)CC2)cc1	-1	-1.9	-6	1	16	-1	30	1	-5
COc1cc([N+](=O)[O-])ccc1Nc1nc(C)cc(C)n1	4	2.5	5	3	-10	2	1	.	12
COc1cccc(/C=N/c2nc3ccccc3[nH]2)c1O	5	4.7	-8	-8	-24	-39	-131	-1	-4
COc1cc(Br)c(-c2sc(Nc3ccccc3)n[n+]2-c2ccc(F)cc2)cc1OC	-2	1.1	16	5	-5	-9	-7	6	6
CCOc1ccc(NC(=S)NC(=O)C2CCCC2)cc1	0	3.4	15	0	8	7	10	-5	9
C/C(CC(=O)Nc1ccccn1)=N\NC(=O)c1cnccn1	-1	1.5	5	8	-11	19	16	5	-17
COc1ccc(CNC(=O)Cn2c(=O)oc3ccccc32)cc1OC	-4	-4.0	-8	-9	13	-6	21	6	2
COc1ccc(C2NC(c3ccc(OC)cc3)C(C)C(=O)C2C)cc1 (stereo not drawn)	-5	-1.3	18	-8	3	-16	5	-20	13
CCCCC(CCC(=O)Nc1ccn(-c2ccccc2)n1)C(=O)O (stereo not drawn)	-2	3.1	-1	-1	-10	-6	-1	5	-16
Cc1cccc(N(CC(=O)N2CCN(C)CC2)S(=O)(=O)c2ccccc2)c1	-2	-3.4	6	-8	6	-25	0	-4	-16
Cc1cccc(C(=O)N2c3ccccc3C(=O)OC2c2ccc3c(c2)OCO3)c1 (stereo not drawn)	-1	-0.5	12	9	19	-6	-49	-34	3
COc1cc(C2NC(=S)NC(C)=C2C(=O)OC(C)C)ccc1OC(C)C (stereo not drawn)	-2	1.4	15	9	-6	7	-6	2	-6
O=C(Cc1ccccc1)NNC1CC(=O)N(c2ccc(Oc3ccccc3)cc2)C1=O (stereo not drawn)	1	1.6	0	6	1	3	9	1	1
Cc1ccc(NC(=S)N2CCCC(c3ccccc3)=N2)cc1	2	1.3	8	-1	-6	7	6	0	12
CCCCn1c(N)c(N(CCOC)C(=O)C2CCN(S(=O)(=O)c3ccc(F)cc3)CC2)c(=O)[nH]c1=O	-4	0.0	9	-4	0	-4	12	-5	-12
Oc1cc(CNC2CCCCC2)c(O)cc1CNC1CCCCC1	.	.	-2	-10	.	.	.	-6	-16
CCN1CCCC1CNC(=O)c1ccc(Sc2ccc(F)cc2)c([N+](=O)[O-])c1 (stereo not drawn)	-1	0.8	6	0	-3	-23	-61	21	-1
COc1ccc(CC(=O)Nc2sccc2C#N)cc1S(=O)(=O)N1CCOCC1	1	-0.9	5	-10	30	6	15	3	-8
COc1cc2c(cc1OC)CN(c1nc(CN3CCCCC3)nc3sc4c(c13)CCCC4)CC2	2	0.4	3	9	53*	-8	-21	5	6
c1csc(CNc2nc(-c3cccs3)nc3ccccc23)c1	-2	-0.5	9	2	22	-15	12	-5	-5
Cc1cc(C)c2c(=O)cc(C(F)F)oc2c1	-4	-0.3	4	-4	7	-3	15	4	4
Cc1ccc(S(=O)(=O)c2nc(-c3ccc(F)cc3)oc2SCC(=O)NCC2CCCO2)cc1 (stereo not drawn)	1	0.6	-2	-12	10	7	-10	2	0
Cc1cc(C(=O)O)c(CSCc2cc(C(=O)O)oc2C)o1	-2	1.0	3	-18	21	4	1	5	-11
CCc1ccccc1Nc1nn2c(=O)c3ccc(C(=O)NCc4ccccn4)cc3nc2s1	-1	4.6	16	9	30	11	34	6	0
CCC1(c2ccc(F)cc2)NC(=O)N(CC(=O)NC2CCCCCC2)C1=O (stereo not drawn)	1	-1.7	8	5	5	2	11	3	-1
CCCOc1ccc(N2C(=O)CC(N(C(=O)c3ccco3)c3ccc(OCCC)cc3)C2=O)cc1 (stereo not drawn)	1	1.9	1	1	-10	-9	-12	3	-8
COc1ccc(CNC(=O)C(c2ccc(C)o2)N(Cc2cccs2)C(=O)Cc2cccs2)cc1 (stereo not drawn)	1	5.8	14	4	39	2	14	-14	-15
Cc1ncc([N+](=O)[O-])n1CC(=O)NC(C)(C)C	-5	-1.1	11	1	4	21	-8	3	3
COc1ccc(NC(=O)N(Cc2cccs2)Cc2cc3cc4c(cc3[nH]c2=O)OCO4)cc1	4	3.6	.	.	37	-2	2	.	.
Cc1cccc(OCCC(=O)Nc2cc(S(=O)(=O)N3CCCCC3)ccc2N2CCOCC2)c1	-5	-1.6	7	12	12	5	7	12	1

Next part:
SMILES	XBP1 UPR activ	CHOP UPR activ	CCR6 antagonist	CXCR6 block	Mdm2 MdmX PPI	Jurkat NFkB inh	697 NFkB inh	Gli-Sufu antag	EBI2 block
O=C(NCc1cccnc1)c1nc(-c2ccc(C(F)(F)F)cc2)no1	0	-1.8	2	5	3	0	-1	0	1
COc1ccccc1C(=O)N1CCN(c2cccc(C(F)(F)F)c2)CC1	-1	0.0	-2	-4	41	66*	-49	7	0
COc1ccc(NC(=O)C2CCCN2C(=O)OC(C)(C)C)cc1 (stereo not drawn)	-1	-0.7	10	-4	-3	9	6	-1	-6
Cc1cc(NS(=O)(=O)c2ccc(NC(=O)COc3ccc(Cl)cc3)cc2)no1	-3	0.0	1	-1	12	-3	7	1	-3
CCN(CC)C(=O)c1ccc(Cn2cc([N+](=O)[O-])cn2)o1	1	-1.3	-5	0	-35	-9	-5	-9	-1
Cc1ccc(-n2c(C)cc(C(=O)COc3cccnc3[N+](=O)[O-])c2C)cc1	-6	-6.4	-4	2	43	37	-11	35	24
Cc1ccc(NC2CCCN(C(=O)c3cc(C(C)C)[nH]n3)C2)cc1C (stereo not drawn)	-4	1.1	2	-8	3	6	4	4	0
CN(C)c1ccc(/C=N/NC(=O)c2sccc2-n2cccc2)cc1	3	2.7	8	-4	22	-80	-68	-29	3
COc1ccccc1C(C(=O)NC1CCCC1)N(C(=O)c1csnn1)C1CC1 (stereo not drawn)	-5	1.0	8	1	-6	-13	-8	-17	-8
CCOc1ccccc1NC1=CC(=O)CC(c2ccccc2)C1 (stereo not drawn)	3	-2.2	15	-3	40	21	-4	3	15
O=C1N[C@H](Cc2ccccc2)COC(=O)[C@@H](Cc2ccc(F)cc2)CC/C=C/C[C@H]1CC(=O)N(CCO)Cc1ccccc1	0	2.5	21	23	43	-1	6	17	11
CC(C)C(C(=O)NCc1ccco1)N(CC1CCCO1)C(=O)CNS(=O)(=O)c1ccc(F)cc1 (stereo not drawn)	0	1.8	-3	-7	11	2	-4	-22	1
O=C(Nc1cnn(Cc2ccc(F)cc2)c1)c1noc2c1CCCC2	4	5.5	7	3	-31	-45	-17	-24	2
COc1ccccc1CCN1CCCC(CN(C)C(=O)c2ccoc2)C1 (stereo not drawn)	-7	-1.2	11	13	0	11	-9	21	-2
Cc1cc(OCCN2CCCCC2)nc2ccccc12	-3	1.4	-11	.	-20	11	8	16	.
CC(c1ccccc1)N1C(=O)c2ccc(C(=O)NCc3cccnc3)cc2C1=O (stereo not drawn)	-3	1.5	3	-2	-27	-9	-30	7	11
O=C(CN1C(=O)C2CCCCC2C1=O)Nc1ccc(OC(F)F)c(Cl)c1 (stereo not drawn)	0	-1.1	2	6	-11	11	-6	-10	-16
Cc1ccc(/C=N/OC(=O)c2nn(C)cc2Cl)cc1	-3	2.6	8	6	12	-16	1	-9	-7
